# Source: PubChem (NMMLSC)
# Rac1 mut GTP: human Rac1 activated mutant GTP binding change; P63000; percent activity (GTP binding), % at 10 µM; GST-Rac1 activated beads, fluorescent GTP binding, flow cytometry; actives lie on both sides; 100% means binding = to untreated wells; AID 764; 0.11% of 190,000 active;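 active = GTP binding at least 20 percentage points away from the 100% baseline, in either direction, so actives lie on both sides; inconclusive = Compound likely fluorescent itself, or too few beads counted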
# Rac1 wt GTP bind: human Rac1 wildtype GTP binding, inhibitors and activators; 0.27% of 190,000 active; AID 757; GST-Rac1 beads, fluorescent GTP binding, flow cytometry; actives lie on both sides; 0 = cold GTP competed, 100 = untreated; P63000; GTP binding activity (% of control), % at 10 µM;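 active = GTP binding activity at least 20 points away from the 100% control level, either lower or higher; inconclusive = compound flagged as likely green fluorescent, judged across all proteins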
# Bcl-B Bim block: inhibitors of Bim-Bcl-B interaction, human | Q9HD36 | bead-based flow cytometry, Bim peptide-Bcl-B binding | inhibition, % at 10 µM | 0.073% of 190,000 active | AID 951;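 note: 0% = tracer peptide without compound and 100% = reference inhibitor peptide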
# Target sequence (Q9HD36 whole entry, looked up): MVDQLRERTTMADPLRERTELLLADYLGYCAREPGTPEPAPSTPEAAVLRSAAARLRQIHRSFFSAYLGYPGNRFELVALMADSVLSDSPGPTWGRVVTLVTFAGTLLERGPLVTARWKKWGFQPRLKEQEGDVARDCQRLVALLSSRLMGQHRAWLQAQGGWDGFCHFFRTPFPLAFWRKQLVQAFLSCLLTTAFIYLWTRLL
# HRas wt GTP bind: human HRas wildtype GTP binding, change in either direction. P01112. GST-Ras wt beads, Bodipy-FL-GTP binding, flow cytometry; actives lie on both sides. GTP binding activity, % at 10 µM. 0.14% of 190,000 active. AID 759;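 active = GTP binding activity at least 20% away from the 100% baseline, either lowered as inhibitor or raised as activator; inconclusive = flagged as likely green fluorescent, judged across all proteins in the well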;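 note: 0% = unlabeled GTP competition control and 100% = no-compound control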
# Bcl-XL Bim block: human Bim-Bcl-XL interaction inhibition; Q07817; Bim peptide-Bcl-XL binding, bead flow cytometry, fluorescence; inhibition, % at 10 µM; 0.04% of 190,000 active; AID 1007
# Bim-Bcl-2: disrupts Bim peptide binding to human Bcl-2; P10415; Bead-based flow cytometry, Bim peptide-Bcl-2 binding; inhibition, % at 10 µM; 0.06% of 190,000 active; AID 950; in the data active = inhibition above about 40%; inconclusive = no clear call, values can overlap the other calls;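 note: 0% = no compound wells with probe peptide and 100% = reference peptide inhibitor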
# Target sequence (P10415 whole entry, looked up): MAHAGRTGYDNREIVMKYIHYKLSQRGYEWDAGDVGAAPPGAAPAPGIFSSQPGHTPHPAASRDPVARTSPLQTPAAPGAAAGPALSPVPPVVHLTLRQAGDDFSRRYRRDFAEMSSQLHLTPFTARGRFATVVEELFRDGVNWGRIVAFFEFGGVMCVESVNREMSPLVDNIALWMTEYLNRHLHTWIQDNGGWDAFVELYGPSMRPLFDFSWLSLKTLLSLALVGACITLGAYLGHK
# Bcl-W Bim block: disrupts Bim peptide binding to human Bcl-W; 0.02% of 190,000 active; inhibition, % at 10 µM; bead-based flow cytometry;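 note: 0% = bound tracer without compound and 100% = peptide blocker; higher means less fluorescent Bim peptide bound to Bcl-W beads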
# Cdc42 wt GTP: human Cdc42 wildtype GTP binding change, either direction | P60953 | GST-Cdc42 beads, Bodipy-GTP binding, flow cytometry; actives lie on both sides | percent activity (GTP binding), % at 10 µM | 0.2% of 190,000 active;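 active = percent activity GTP binding at least 20 points away from the 100% baseline, either down as inhibitor or up as activator; inconclusive = compound flagged as likely green fluorescent from well-wide comparison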;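 note: median bead fluorescence of bound Bodipy-FL-GTP at 100 nM; 0% = excess unlabeled GTP control and 100% = no compound control; below 100% means less GTP binding so inhibitor and above means activator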
# Target sequence (P60953 whole entry, looked up): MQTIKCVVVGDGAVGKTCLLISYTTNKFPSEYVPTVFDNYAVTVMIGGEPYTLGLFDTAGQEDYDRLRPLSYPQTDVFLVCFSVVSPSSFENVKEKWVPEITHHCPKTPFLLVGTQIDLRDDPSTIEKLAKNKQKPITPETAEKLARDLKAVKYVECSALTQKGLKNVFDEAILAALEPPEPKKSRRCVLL
# Bim-Bfl-1: inhibitors of Bim-Bfl-1 interaction, human. Bead-based flow cytometry, Bim-Bfl-1 binding inhibition. inhibition, % at 10 µM. 0.12% of 190,000 active;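 note: 0% = wells without compound plus tracer and 100% = blocker peptide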
# Rab2A wt mod: changes GTP binding to wildtype dog Rab2A, up or down; GST-Rab2 wt beads, Bodipy-GTP binding, flow cytometry; GTP binding activity, % at 10 µM; P61105; 0.19% of 190,000 active;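 active = GTP binding activity at least 20 points away from 100%, either lowered or raised; inconclusive = signal likely due to the compound's own green fluorescence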;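 note: 0% = beads with excess unlabeled GTP and 100% = no-compound control corrected for plate trend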
# Rab7 wt GTP bind: alters GTP binding to wildtype dog Rab7 | GST-Rab7 beads, fluorescent GTP binding, flow cytometry; actives lie on both sides; untreated = 100%, excess cold GTP = 0% | GTP binding activity (percent of control), % at 10 µM | 0.055% of 190,000 active | AID 758;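 active = fluorescent GTP binding to Rab7 beads changed by at least 20 points from the 100% baseline, either direction, mostly lower; inconclusive = compound itself probably fluorescent, or too few beads counted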;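 note: median green fluorescence of bound Bodipy-FL-GTP per Rab7 bead population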
# Active calls of the source: *; ? = inconclusive. Cut-off read from the data, not from the text of the source, unless noted: active = inhibition above about 40%.
# Start of the data: the first 7 records, to show the layout:
SMILES | Rac1 mut GTP | Rac1 wt GTP bind | Bcl-B Bim block | HRas wt GTP bind | Bcl-XL Bim block | Bim-Bcl-2 | Bcl-W Bim block | Cdc42 wt GTP | Bim-Bfl-1 | Rab2A wt mod | Rab7 wt GTP bind
O=[N+]([O-])c1ccc2nc(NCCCO)nc(-c3ccccc3)c2c1 | 93 | 97 | -7 | 96 | 5 | 0 | 1 | 99 | 3 | 95 | 94
Cc1ccccc1S(=O)(=O)NNC(=O)C(=O)NNc1ccccn1 | 99 | 103 | -6 | 102 | -4 | -7 | -2 | 102 | -9 | 101 | 101
Cc1onc(-c2ccccc2)c1C(=O)N1CCN(c2ncccn2)CC1 | 97 | 99 | -1 | 97 | -1 | 0 | 0 | 98 | -4 | 99 | 103
O=C(COC(=O)CC12CC3CC(CC(C3)C1)C2)Nc1ncc(Cl)cc1Cl | 96 | 100 | -8 | 98 | -6 | -8 | -2 | 95 | -16 | 96 | 97
Cc1cc(C)n2nc(CCc3ccccc3)nc2n1 | 100 | 104 | -6 | 102 | -2 | -7 | 2 | 101 | -12 | 99 | 99
CC1(C)CC(=O)C2=C(C1)Oc1nc3ccccc3cc1C2C(C#N)C#N (stereo not given) | 100 | 107 | -5 | 102 | -2 | -11 | 2 | 98 | -10 | 102 | 102
Cc1ccccc1CN1CCN(CC2CC3C=CC2C3)CC1 (stereo not given) | 96 | 93 | 1 | 97 | 2 | -3 | 0 | 98 | -2 | 96 | 90

# The list itself, previewed entries included:
SMILES | Rac1 mut GTP | Rac1 wt GTP bind | Bcl-B Bim block | HRas wt GTP bind | Bcl-XL Bim block | Bim-Bcl-2 | Bcl-W Bim block | Cdc42 wt GTP | Bim-Bfl-1 | Rab2A wt mod | Rab7 wt GTP bind
O=[N+]([O-])c1ccc2nc(NCCCO)nc(-c3ccccc3)c2c1 | 93 | 97 | -7 | 96 | 5 | 0 | 1 | 99 | 3 | 95 | 94
Cc1ccccc1S(=O)(=O)NNC(=O)C(=O)NNc1ccccn1 | 99 | 103 | -6 | 102 | -4 | -7 | -2 | 102 | -9 | 101 | 101
Cc1onc(-c2ccccc2)c1C(=O)N1CCN(c2ncccn2)CC1 | 97 | 99 | -1 | 97 | -1 | 0 | 0 | 98 | -4 | 99 | 103
O=C(COC(=O)CC12CC3CC(CC(C3)C1)C2)Nc1ncc(Cl)cc1Cl | 96 | 100 | -8 | 98 | -6 | -8 | -2 | 95 | -16 | 96 | 97
Cc1cc(C)n2nc(CCc3ccccc3)nc2n1 | 100 | 104 | -6 | 102 | -2 | -7 | 2 | 101 | -12 | 99 | 99
CC1(C)CC(=O)C2=C(C1)Oc1nc3ccccc3cc1C2C(C#N)C#N (stereo not given) | 100 | 107 | -5 | 102 | -2 | -11 | 2 | 98 | -10 | 102 | 102
Cc1ccccc1CN1CCN(CC2CC3C=CC2C3)CC1 (stereo not given) | 96 | 93 | 1 | 97 | 2 | -3 | 0 | 98 | -2 | 96 | 90
CCOc1nc(-c2ccccc2Cl)ccc1C#N | 98 | 104 | -4 | 99 | -19 | -7 | 0 | 97 | -11 | 98 | 100
CCCCNC(=O)c1cc(C)no1 | 96 | 98 | -3 | 98 | -2 | -3 | 0 | 100 | -7 | 101 | 105
Cc1ccc(CNS(=O)(=O)NCc2cccs2)cc1 | 98 | 98 | -2 | 97 | -1 | -4 | 0 | 99 | -5 | 101 | 95
CN(C)c1ccc(CNn2cnnc2SCc2ccccc2F)cc1 | 100 | 106 | -6 | 99 | -2 | -6 | 0 | 101 | -6 | 102 | 101
Cc1c(C(=O)Nc2ccc(OC(F)(F)F)cc2)sc2nc3n(c(=O)c12)CCC3 | 100 | 100 | 0 | 102 | 0 | -3 | 0 | 101 | 0 | 101 | 103
Cc1ccc(NC(=O)COc2ccc(CCO)cc2-n2nc3ccccc3n2)cc1C | 99 | 101 | -6 | 95 | -4 | -5 | -4 | 97 | -2 | 97 | 94
Cc1ccc(C)n1-c1ccc(C(=O)N2CCOCC2)cc1 | ? | ? | 5 | ? | -1 | -7 | 1 | ? | -11 | ? | ?
CC(C)(C)NC(=O)NC(=O)COC(=O)CNC(=O)c1cc(Cl)cc([N+](=O)[O-])c1 | 92 | 90 | 4 | 92 | 2 | 7 | 4 | 93 | 3 | 94 | 97
c1ccc(CC2CCN(C3=Nc4cccc5cccc3c45)CC2)cc1 | 99 | 109 | -11 | 102 | -6 | -8 | -3 | 104 | -16 | 102 | 102
O=C(Cc1ccc(-c2ccccc2)cc1)NNC(=S)NCc1ccco1 | 96 | 98 | -81 | 96 | -7 | -2 | -2 | 96 | 12 | 95 | 97
CCOC(=O)N1CCC(NC(=O)CCN2C(=O)C3C4C=CC(C4)C3C2=O)CC1 (stereo not given) | 100 | 107 | -4 | 104 | -5 | -6 | -2 | 100 | -5 | 104 | 102
CCOC(=O)c1ccc(Nc2ncnc3nc[nH]c23)cc1 | 99 | 105 | 2 | 104 | -1 | 5 | -6 | 102 | 3 | 104 | 103
Cc1ccn2c(C(=O)NN=C3CCN(C)CC3)c(C)nc2c1 | 98 | 107 | -4 | 99 | -3 | -2 | -2 | 102 | -4 | 105 | 106
CCOc1cccc2cc(C(=O)Nc3nccs3)c(=O)oc12 | 98 | 101 | -9 | 99 | -5 | -13 | 0 | 98 | -9 | 98 | 101
C#CCSc1nnc(-c2ccc(C)cc2)o1 | 100 | 103 | -4 | 98 | -3 | -6 | -3 | 102 | -4 | 99 | 99
COc1ccc(OC)c(-c2nc3c(C)n[nH]c(=O)c3[nH]2)c1 | 98 | 99 | -6 | 99 | 10 | -5 | 3 | 98 | -8 | 100 | 101
COc1cc(/C=c2\sc3nc(=O)c(-c4ccccc4)nn3c2=O)ccc1OCCC(C)C | 93 | 93 | 10 | 93 | 7 | 0 | 4 | 91 | 2 | 93 | 96

# An excerpt from above in order of their number in Rac1 wt GTP bind, high to low:
SMILES | Rac1 wt GTP bind
Cc1ccccc1S(=O)(=O)NNC(=O)C(=O)NNc1ccccn1 | 103
CCOc1cccc2cc(C(=O)Nc3nccs3)c(=O)oc12 | 101
CC(C)(C)NC(=O)NC(=O)COC(=O)CNC(=O)c1cc(Cl)cc([N+](=O)[O-])c1 | 90
